Bioassay records (PubChem)
APE1 inh: qHTS Assay for Inhibitors of the Human Apurinic/apyrimidinic Endonuclease 1 (APE1); recombinant APE1, TAMRA/BHQ-2 abasic DNA cleavage fluorescence; DNA repair nuclease/redox regulator APEX1 (Homo sapiens), P27695; 350,000 compounds, 0.35% hits; Potency, µM (titrated, usually from 65.8 µM), inactives show top-dose activity change, negative = inhibition, usual class: inhibitors;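 also: potency is read from the fitted curve at half-maximal effect; plate controls were vehicle for no effect and reference inhibitor for full effect; nearly all actives have a fitted effect of over 55% in size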
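APE1 at 0.75 nM preincubated 15 min at room temperature with compound. Reaction then started with 50 nM double-stranded THF-abasic substrate labelled with TAMRA/BHQ-2, and 525/598 nm fluorescence read kinetically. Activity taken as third-minus-first read difference, normalized to DMSO and NSC13755 controls.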
BLM helicase inh: qHTS Assay for Inhibitors of Bloom's syndrome helicase (BLM); Potency, µM (series often up to 56.1 µM), without a hit: at the top dose activity change, negative = inhibition, hits mostly inhibitors; 350,000 compounds, 0.2% hits; AID 2528, 2010; RecQ-like DNA helicase BLM (Homo sapiens), P54132; recombinant BLM DNA unwinding, fluorescence dequenching;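 also: potency is read from the fitted curve at half-maximal effect; plate controls were vehicle for no effect and no enzyme for full effect; nearly all actives have a fitted effect of over 35% in size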
Target sequence (P54132 whole entry, looked up): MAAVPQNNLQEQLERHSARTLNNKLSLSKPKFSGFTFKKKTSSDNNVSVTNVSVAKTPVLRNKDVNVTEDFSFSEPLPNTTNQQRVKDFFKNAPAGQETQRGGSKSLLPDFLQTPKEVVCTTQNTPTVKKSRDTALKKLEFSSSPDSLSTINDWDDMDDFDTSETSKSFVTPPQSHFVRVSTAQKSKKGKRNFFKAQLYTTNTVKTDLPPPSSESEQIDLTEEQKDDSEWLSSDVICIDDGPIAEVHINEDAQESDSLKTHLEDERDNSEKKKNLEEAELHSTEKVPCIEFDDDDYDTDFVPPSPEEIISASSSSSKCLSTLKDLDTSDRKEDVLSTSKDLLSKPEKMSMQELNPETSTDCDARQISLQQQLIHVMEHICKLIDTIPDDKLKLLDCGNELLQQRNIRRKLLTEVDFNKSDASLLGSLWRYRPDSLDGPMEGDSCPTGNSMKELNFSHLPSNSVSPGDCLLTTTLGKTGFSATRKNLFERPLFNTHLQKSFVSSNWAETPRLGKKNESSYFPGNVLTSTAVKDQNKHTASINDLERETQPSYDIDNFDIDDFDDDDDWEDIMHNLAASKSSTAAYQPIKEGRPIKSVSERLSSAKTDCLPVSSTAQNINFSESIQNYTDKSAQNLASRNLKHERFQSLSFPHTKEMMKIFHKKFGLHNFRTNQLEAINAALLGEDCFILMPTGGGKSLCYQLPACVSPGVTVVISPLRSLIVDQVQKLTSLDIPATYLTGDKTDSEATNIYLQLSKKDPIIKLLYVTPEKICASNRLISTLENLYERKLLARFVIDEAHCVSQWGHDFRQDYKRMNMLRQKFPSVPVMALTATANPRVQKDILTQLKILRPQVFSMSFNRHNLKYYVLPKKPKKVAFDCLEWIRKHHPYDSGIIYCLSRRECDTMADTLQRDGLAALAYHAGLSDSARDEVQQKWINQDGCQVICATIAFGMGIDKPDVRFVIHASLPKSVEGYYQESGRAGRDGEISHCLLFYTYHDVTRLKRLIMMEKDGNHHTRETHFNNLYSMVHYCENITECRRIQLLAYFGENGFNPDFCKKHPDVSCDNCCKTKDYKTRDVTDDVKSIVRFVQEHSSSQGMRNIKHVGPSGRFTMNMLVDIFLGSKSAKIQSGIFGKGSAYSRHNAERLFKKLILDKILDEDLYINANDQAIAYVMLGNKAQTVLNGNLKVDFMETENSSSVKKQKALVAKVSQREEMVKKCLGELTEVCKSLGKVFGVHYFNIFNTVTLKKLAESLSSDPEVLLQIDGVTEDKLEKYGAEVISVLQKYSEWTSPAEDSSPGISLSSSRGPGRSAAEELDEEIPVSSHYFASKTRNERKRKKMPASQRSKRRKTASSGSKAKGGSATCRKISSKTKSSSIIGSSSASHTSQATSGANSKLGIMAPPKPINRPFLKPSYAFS
Anesthetic bind: qHTS Assay for Identification of Novel General Anesthetics; Ferritin light chain (Equus caballus), P02791; apoferritin/1-aminoanthracene competitive binding, fluorescence; Potency, µM (titrated, usually from 77.5 µM), without a hit: at the top dose activity change, negative = displacement, hits mostly inhibitors; 350,000 compounds, 0.074% hits; AID 485281, 2010; also: potency is read from the fitted curve at half-maximal effect; % is scaled to controls: 0 for no effect and ±100 for the full control effect; nearly all actives have a fitted effect of over 20% in size
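Probe: 1-aminoanthracene (50% saturated, PBS). Protein: horse-spleen apoferritin, 10 uM. Incubation: 10 min, room temperature. Detection: 380 nm excitation, 535 nm emission. Analysis: normalized response, four-parameter Hill.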
Pol kappa inh: qHTS for Inhibitors of Polymerase Kappa | DNA polymerase kappa (Homo sapiens), Q9UBT6 | purified Pol kappa, fluorescent DNA synthesis assay, 10 min | Potency, µM (highest dose often 107 µM), inactives show at the highest dose activity, negative = inhibition, most hits filed as inhibitors | 400,000 compounds, 0.53% hits; also: potency is read from the fitted curve at half-maximal effect; % is scaled to controls: 0 for no effect and ±100 for the full control effect
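10 nM Pol kappa was preincubated with compounds for 15 min at room temperature. Reaction started with 50 nM (final) substrate. Fluorescence read kinetically at 0 and 10 min.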
ERG-DNA inh: qHTS for Small Molecule Inhibitors of the ERG Ets/DNA interaction | Potency, µM (titrated, usually from 76.9 µM), inactives show top-dose FP activity, negative = inhibition, most hits filed as inhibitors | Transcriptional regulator ERG (Homo sapiens), P11308 | fluorescence polarization, His-ERG Ets domain / labelled DNA | 370,000 compounds, 0.028% hits; active = well fitted inhibition curve with a large enough effect in the polarisation, with a control signal flat; inconclusive = small, poorly fitted or top-dose-only effect, or effect the other way, or a change in a side signal; inactive = no such curve, though single readings can be large or run the other way; the % refers to the polarisation;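 also: polarization taken with two DNA probes labelled with fluorescein and Texas red; potency is read from the fitted curve at half-maximal effect; % of control where 0% means no effect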
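His-tagged ERG Ets domain (1 uM in the protein solution; 300mM KCl, 50mM Tris-HCl, 1mM EDTA, 1mM DTT, pH 7.5) received compound, then a probe mix of 5 nM fluorescein-DNA and 100nM Texas-615-DNA. Fluorescence polarization was read for both dyes.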
POLB inh: qHTS Assay for Inhibitors of DNA Polymerase Beta. P06746. Pol beta primer extension/strand displacement, fluorescence kinetic. Potency, µM (doses to about 114 µM), without a hit: at the top dose activity change, negative = inhibition, usual class: inhibitors. 340,000 compounds, 1.3% hits; also: potency is read from the fitted curve at half-maximal effect; % is scaled to controls: 0 for no effect and ±100 for the full control effect
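Preincubation: enzyme (10 nM) with compound, 15 min, RT. Reaction: substrate added to 50 nM final. Reads: 0 and 10 min. Analysis: normalized, Hill fit.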
12-LOX inh: Primary qHTS assay for inhibitors of human arachidonate 12S-lipoxygenase (ALOX12): Round 2; Polyunsaturated fatty acid lipoxygenase ALOX12 (Homo sapiens), P18054; purified 12hLO, xylenol orange hydroperoxide absorbance; Potency, µM (top dose mostly 108 µM), without a hit: at the top dose activity change, negative = inhibition, most hits filed as inhibitors; 580,000 compounds, 1.1% hits; also: potency is read from the fitted curve at half-maximal effect; % is scaled to controls: 0 for no effect and ±100 for the full control effect
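Purified human 12hLO at 150 nM in 25 mM Hepes, 0.01% Triton X-100, pH 7.0, preincubated 15 min at room temperature with compound. Reaction started with 40 uM arachidonic acid, 30 min at room temperature. Hydroperoxide measured by Fe-xylenol orange, 573/405 nm absorbance ratio.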
POLI inh: qHTS for Inhibitors of Polymerase Iota; DNA polymerase iota (Homo sapiens), Q9UNA4; Pol iota fluorescent replication assay, 10 min; Potency, µM (highest dose often 115 µM), inactives show at the highest dose activity, negative = inhibition, most hits filed as inhibitors; 390,000 compounds, 1% hits; AID 588590, 2011; also: potency is read from the fitted curve at half-maximal effect
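Fluorescent replication assay read twice, at 0 min and 10 min after adding 50 nM (final) substrate. Enzyme (10 nM) and compounds were first incubated 15 min at room temperature; enzyme-free buffer wells were negative controls.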
TRHR ag: qHTS for Small Molecule Agonists and Allosteric Enhancers of Human TRH Receptor: Primary Screen for Agonists. Thyrotropin-releasing hormone receptor (Homo sapiens), P34981. activation, % at 2 µM. TRHR cells, calcium flux fluo-8, FDSS agonist mode. 360,000 compounds, 0.18% hits; in the data active = activation above about 30%; also: 0% is about no effect
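In this calcium-flux screen, cells bearing human TRHR are dye-loaded with fluo-8, baselined for 10 cycles, then exposed to library compounds; positive kinetic calcium responses during the agonist phase mark hits, with TRH as control.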
The depositor's hits bear a star; ? = inconclusive; · = no result given; & = joins results of further samples; [ ] = remark or other dose. Unless noted, calls follow the shape of the dose curve; as a rule, active = well fitted curve in the direction sought with a large enough effect; inconclusive = small, poorly fitted or top-dose-only effect, or another doubt; inactive = no such curve, though single readings can be large; an effect the other way counts as inactive or inconclusive. Not all compounds are listed; the hit share may differ from the screen's.

structure | APE1 inh | BLM helicase inh | Anesthetic bind | Pol kappa inh | ERG-DNA inh | POLB inh | 12-LOX inh | POLI inh | TRHR ag
c1ccc(-c2cc(N3CCCCC3)c3ccccc3n2)cc1 | 1% | -9% | -13% | -2% | -3% | 2% | 0% | 34%[activator] | 1.0
Cc1ccc(NC(=O)CSc2nc(=O)n(Cc3ccncc3)c3c2CCC3)c(C)c1 | -7% | · | · | -1% | -6% | · | 6% | 12% | 0.1
CN(CC(=O)Nc1nc2ccccc2s1)S(=O)(=O)c1ccccc1 | -1% | -2% | 2% | -9% | 0% | -27% | 74%[activator] | 21% | 1.0
COc1ccc(Cl)cc1NC(=O)CSc1cn(CC(=O)N2CCCC2)c2ccccc12 | · | 0% | -12% | 3% | -4% | 2% | -4% | -17% | -0.1
O=c1c2[nH]c3ccccc3c2ncn1Cc1ccco1 | -2% | -1% | -6% | 3% | -2% | -13% | 19% | 7% | -0.4
CCOc1cccc2sc(N3CCN(C(=O)c4ccco4)CC3)nc12 | · | 0% | -4% | -6%[60.1 µM] | 2% | -1% | -16% | -3% | -0.6
COc1ccccc1OCC(=O)Nc1cccc(-c2nc3ccccc3o2)c1 | -3% | -6% | ? | -5% | · | -29% | -12%&-18% | -14% | -0.3
O=C(COC(=O)c1ccc2c(c1)C(=O)N(c1cccc3ncccc13)C2=O)c1ccc(Cl)cc1 | 1% | -26% | -1% | -11% | 0% | 19% | -20% | 13% | 0.4
CSc1ccc(Nc2nn(-c3ccc(OC(F)(F)F)cc3)nc2C(C)=O)cc1 | · | 2% | 2% | -17% | 2% | 15% | -17% | 4% | 0.9
O=C(COC(=O)CNS(=O)(=O)c1c(Cl)cccc1Cl)Nc1ccccc1Sc1ccccc1 | -5% | -9% | -20% | -6% | 13% | -26% | -29% | 126%[activator] | -0.1
O=C(Cc1cccs1)N(c1ccc(Cl)cc1)C1C=CS(=O)(=O)C1 (stereo not drawn) | -4% | -8% | -9% | -11% | · | 8% | -6% | -2% | -0.4
COC(=O)Nc1ccc(S(=O)(=O)Nc2ccc(C(=O)O)cc2)cc1 | -4% | 1% | -4% | -1% | -2% | -24% | 1% | 116%[activator] | 0.2
Cc1ccc(-c2nc3ncccc3o2)cc1NC(=O)c1ccco1 | · | · | · | -6% | 2% | · | -2% | -2% | ·
CCC1=C/C(=C/N(C)c2ccccc2)C(=O)S1 | 18% | -9% | -14% | -24% | 7% | -4% | ? | ? | -0.2
CCOC(=O)c1nn(-c2sc(C(=O)OC)c(C)c2C(=O)OC)cc1O | -3% | -11% | -9% | -11%[60.1 µM] | · | -21% | ? | 4% | 0.0
Cn1nc(C(C)(C)C)c([N+](=O)[O-])c1C(=O)NCCO | -3% | 3% | 0% | -3% | 13% | -20% | 13% | 117%[activator] | 0.2
COc1ccccc1NC(=O)c1ccc2c(c1)N(CC#N)C(=O)C(C)(C)O2 | 60%[activator] | -4% | -23% | 2% | 15% | 12% | -17% | 55%[activator] | -0.8
CC(C)(C)c1ccc(OCC(=O)N2CCCCCC2)c(Br)c1 | 4% | 4% | ? | -11% | 2% | 23% | -35% | 63%[activator] | -0.2
Cc1ccc(N(CC(=O)N2CC(=O)Nc3ccccc32)S(=O)(=O)c2ccc3c(c2)OCCO3)cc1 | -4% | -2% | -11% | -11% | 2% | -1% | 0% | 79µM* | -1.2
CCOC(=O)/C(C#N)=C\C=C1C=CN(C)C=C1 | -1% | -5% | -12% | -9% | 7% | 15% | 0% | 31%[activator] | 19
CC(=O)Nc1ccc(NC(=O)C(c2ccccc2)c2ccccc2)cc1 | -6% | -1% | -10% | 8% | -4% | 22% | 2% | 21% | 1.1
CS(=O)(=O)N1c2ccccc2[C@]2(Br)C[C@H]3C(=O)N[C@@H](Cc4ccccc4)C(=O)N3[C@H]12 | · | · | · | 8% | -2% | · | -1% | 5% | ·
COc1cc(/C=C(\C#N)c2nc3ccc(C)cc3[nH]2)cc([N+](=O)[O-])c1O | ? | -19% | ? | -42% | -9% | 45µM* | 45µM* | ? | 0.1
Cc1[nH]n(-c2ccccc2)c(=O)c1/C=N/O | 9% | -5% | -17% | 3% | · | -17% | 10% | 17% | 0.7
Cc1occc1C(=O)NCc1cccs1 | 20% | -2% | -13% | 1% | -3% | 1% | 211%[activator] | 13% | 0.9
Cc1oc(-c2ccccc2)cc1C(=O)Nc1ccc(N(C)C)cc1 | -9% | -7% | ? | -16% | -1% | 14% | ? | -3% | 0.3
CC1CCN(c2ccc3c(c2)S(=O)(=O)c2ccccc2C3=O)CC1 | · | · | · | 10% | 13% | · | -2% | 26% | ·
Cc1nnc(SCC(=O)N2CCN(C(=O)c3ccco3)CC2)n1C | 25% | · | · | 4% | 5% | · | -20% | -5% | -0.2
CCOC(=O)C1(C)Oc2ccccc2C(C(=O)OC)=C1C(=O)OC (stereo not drawn) | 20%&-4% | 0%[75.6 µM] | -7%[110 µM] | -5%&-16% | 7% | · | 38%[activator] | -1% | ·
O=C(OCC(=O)N1CCN(c2ccccc2)CC1)c1nc(Cl)ccc1Cl | -9% | · | · | -2% | 10% | · | -4% | 15% | 0.1
COCc1cc(C)n(CC(=O)Nc2cccc(C)c2)c(=O)c1C#N | -3% | 3% | -2% | 19% | -11% | 26% | -6% | -14% | 0.6
COc1ccc(C2=CC3=C(Br)C(=O)C(C)(OC(=O)c4ccc(Cl)nc4)C(=O)C3=CO2)cc1 (stereo not drawn) | ? | 4%&-9% | -2% | ? | 5% | 50µM* | · | 10µM* | 6.8
Cc1ccc(S(=O)(=O)N2CCCCC2)cc1NC(=O)C1CC(=O)N(Cc2ccccc2)C1 (stereo not drawn) | 1% | -7% | 1% | -8% | -2% | -5% | 2% | 15% | 0.1
CSc1nc(C)cc(OCCNS(=O)(=O)c2ccc(C)cc2)n1 | · | · | · | -16% | -3% | · | -9% | 20% | ·
O=C(CN1C(=O)C2C3C=CC(C4CC34)C2C1=O)Oc1ccccc1 (stereo not drawn) | -8% | -5% | ? | -29% | -1% | -25% | -13% | -9% | 1.3
Cc1cccc(Cl)c1OCCN1CCCC1 | -13% | -4% | -6% | -8% | 0% | 1% | ? | 107%[activator] | 1.8
COC(=O)c1ccc(COC(=O)c2cnccn2)cc1 | -5% | 1% | -9% | -10% | 3% | 3% | 6% | 9% | 0.4
CN(C(=O)CSc1nc2ccc(NC(=O)c3ccc(F)cc3)cc2s1)c1ccccc1 | · | -6% | -7% | -3% | -4% | 11% | -2% | 22% | -0.9
Cc1nnc(SCC(=O)n2c3c(c4ccccc42)CCCC3)s1 | -2% | -2% | -14% | -6% | -12% | -1% | 23% | 1% | 0.3
c1ccc(-c2ccc(C3=Nn4c(Cn5nnc6ccccc65)nnc4SC3)cc2)cc1 | -5% | -10% | ? | -3% | 0% | 1% | 0% | ? | 0.5
COc1ccc(NC(=O)CSc2ccccn2)cc1 | 1% | -1% | 7% | 2% | -8% | 14% | 0% | 7% | -0.7
COc1ccc2c(c1)CCc1c(C(=O)N3CCc4ccccc4C3)noc1-2 | -6% | -8% | -1% | 0% | -22% | 0% | -11% | 7% | 1.2
O=C(N/C(=C\c1cccc([N+](=O)[O-])c1)C(=O)N1CCCCC1)c1cccs1 | -1% | -1% | 3% | -23% | -12% | ? | 12% | -2% | 0.3
CCOc1ccc(-c2nnn(CC(=O)Nc3ccccc3OC)n2)cc1OCC | 0% | -1% | -7% | 5% | -4% | ? | -18% | 7% | 1.8
CCC(O)(CC)C(=O)N/N=C/c1cc(Br)cc(Br)c1O | 0% | -6% | 134%[activator] | -8% | -10% | 3% | -17% | 19% | 0.8
CN(CC(=O)Nc1ccc(N2CCOCC2)cc1)CC(=O)Nc1ccc([N+](=O)[O-])cc1Br | -1% | -2% | ? | -8% | 5% | 6% | -10% | 49%[activator] | -0.3
COc1ccc(NC(=O)c2sccc2C)c([N+](=O)[O-])c1 | 12% | -3% | -16% | -4% | -12% | 29% | 0%[57.4 µM] | 10% | 0.1
CCCNC(=O)c1cc(-c2ccc(Br)cc2)on1 | 4% | -1% | -6% | -5% | -5% | 3% | -18% | -13% | -0.3
Cc1nn(-c2ccccc2)c(C)c1/C=N/O | -2% | -1% | 4% | -5% | 1% | -2% | -1% | 6% | -1.0
O=C1CC(=C2c3ccccc3-c3ccccc32)C(=O)N1CCN1CCN(c2cccc(Cl)c2)CC1 | · | · | · | -20% | -1% | · | ? | -9% | ·
Cc1sc(-c2cc3ccccc3oc2=O)nc1-c1ccc(Cl)cc1 | · | 0% | 55%[activator] | 1%[60.1 µM] | -3% | -1% | -11% | 21% | 0.1
CN(C)c1ccc(-c2nnc(-c3cccs3)o2)cc1 | 15% | -6% | 10% | -2% | -3% | 28% | 0% | 2% | -0.1
CSc1nnc(NC(=O)c2cccc(S(=O)(=O)N3CCOCC3)c2)s1 | 14% | -4% | -3% | -7% | -2% | -1% | -24% | -7% | 0.1
